# TLR9-MyD88 inh = inhibitors of TLR9-MyD88 association in cells, primary screen, cell-based, CHO, BLA complementation, fluorescence. Toll-like receptor 9 (Homo sapiens) + Myeloid differentiation primary response protein …. CCF4 FRET ratio. inhibition, % at 4.98 µM. 340,000 compounds, 0.21% hits. AID 504734, 2011;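 active = inhibition above the mean over all tested compounds plus 3 SD, cut at about 21% in these data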;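 also: 0% = DMSO only wells and 100% = clavulanate BLA inhibitor control wells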
# Granule exo inh = LAMP-1 surface exposure blockers, TALL-104 cells – cell-based, flow cytometry, MLPCN library, primary screen | TALL-104 LAMP-1 surface exposure; cells stimulated with thapsigargin and PMA | 360,000 compounds, 0.66% hits | inhibition, % at 10 µM;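 active = inhibition above about 55%, limit read from the data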
# aDG glyco up = activators of alpha-DG glycosylation, primary screen, uHTS, Pro5-aDG cells, AlphaScreen. alpha-DG glycosylation AlphaScreen (IIH6); 0% Pro5, 100% B10-LARGE cell signal. activation, % at 10 µM. 360,000 compounds, 0.22% hits;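 active = activation of at least 8% versus controls, or a plate z-score of at least 8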;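 also: Pro5 are CHO cells carrying HIG-tagged alpha-DG that lacks glycosylation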
# Vif imaging = HIV Vif self-association inhibitors, primary screen, imaging, HEK293T, single point; inhibition, % at 7.49 µM; HEK293T cells, Vif self-association by quenched fluorescence, 24 h; 340,000 compounds, 0.35% hits; in the data active = inhibition above about 50%, passing the limit was not always enough; also: some results filed as inactive read as strong as hits
# MC4R antag cAMP = MC4R antagonists of cAMP signaling, primary screen, cell-based, TR-FRET, antagonist arm of biased-ligand search; Melanocortin receptor 4 (Homo sapiens), P32245; MC4R-expressing cells, MTII-stimulated cAMP, LANCE TR-FRET; inhibition, % at 6.5 µM; 360,000 compounds, 0.48% hits;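 active = inhibition above its plate's cutoff, the mean of tested wells on that plate plus 3 SD, cut at about 29% in these data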;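 also: 0% = Melanotan II alone and 100% = Melanotan II plus saturating MCL0020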
# Target sequence (P32245 whole entry, looked up): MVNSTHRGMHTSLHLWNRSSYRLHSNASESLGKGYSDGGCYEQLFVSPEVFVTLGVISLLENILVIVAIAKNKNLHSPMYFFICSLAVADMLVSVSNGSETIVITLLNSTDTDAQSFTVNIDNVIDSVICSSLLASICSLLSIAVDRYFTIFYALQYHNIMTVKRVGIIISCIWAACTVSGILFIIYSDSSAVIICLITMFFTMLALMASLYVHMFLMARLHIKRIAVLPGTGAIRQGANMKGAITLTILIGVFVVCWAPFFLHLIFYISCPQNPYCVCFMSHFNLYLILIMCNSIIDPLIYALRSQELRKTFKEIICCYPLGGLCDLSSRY
#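 Test system: U2OS cells stably expressing human melanocortin 4 receptor (MC4R); also added: Melanotan II challenge; compound: 6.5 µM single dose; timing: 30-min compound preincubation, 1-h Melanotan II challenge, 1-h detection, room temperature; signal: Eu-cAMP/anti-cAMP TR-FRET, emission 671 nm; repeats: one well per compound, no replicates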
# NOD2-RIPK2 inh = NOD2-RIPK2 binding disruptors in cells, primary screen, fluorescence, CHO cells, BLA complementation; 360,000 compounds, 0.38% hits; inhibition, % at 4.98 µM; CCF4 ratio; Receptor-interacting serine/threonine-protein kinase 2 (Homo sapiens), O43353; in the data active = inhibition above about 21%;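 also: 0% = vehicle only and 100% = reference blocker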
# Target sequence (O43353 whole entry, looked up): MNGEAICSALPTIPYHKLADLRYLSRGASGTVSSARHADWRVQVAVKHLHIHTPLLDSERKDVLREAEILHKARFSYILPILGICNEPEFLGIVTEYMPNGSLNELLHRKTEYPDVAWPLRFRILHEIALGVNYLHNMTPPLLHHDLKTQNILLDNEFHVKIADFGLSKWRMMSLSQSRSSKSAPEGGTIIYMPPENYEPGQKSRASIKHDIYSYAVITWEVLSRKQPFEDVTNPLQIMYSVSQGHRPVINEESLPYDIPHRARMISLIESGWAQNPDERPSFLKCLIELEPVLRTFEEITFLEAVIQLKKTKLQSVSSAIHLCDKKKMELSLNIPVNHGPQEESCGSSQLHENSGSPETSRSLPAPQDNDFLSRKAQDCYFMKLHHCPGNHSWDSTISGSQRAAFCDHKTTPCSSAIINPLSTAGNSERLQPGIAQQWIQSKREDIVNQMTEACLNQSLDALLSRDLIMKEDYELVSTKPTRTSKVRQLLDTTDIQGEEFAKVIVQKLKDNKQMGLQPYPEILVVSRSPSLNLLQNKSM
# MC4R ag barr = MC4R agonists recruiting beta-arrestin, primary screen, cell-based, luminescence, agonist arm of biased-ligand search. 360,000 compounds, 0.98% hits. U2OS MC4R beta-arrestin complementation; percent of melanotan II response, DMSO zero. AID 540308, 2011. Melanocortin receptor 4 (Homo sapiens), P32245. activation, % at 8.9 µM;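 active = activation above a per-plate cutoff, the mean activation of sample wells on that plate plus 3 SD, cut at about 8% in these data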
# N-glyco inh = increase of ERlucT glycosylation luciferase signal, primary screen, N-linked glycosylation inhibitor project, D54 ERlucT cells, luminescence, set 2; D54 ERlucT glycosylation luciferase reporter, 24 h; percent of 100 nM tunicamycin response; reporter increase, % at 12.5 µM; 360,000 compounds, 0.23% hits;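 active = mean luciferase reporter signal, scaled so untreated is 0 and the glycosylation-blocking control 100, at or above a set limit in every replicate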;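 also: luciferase carries N-glycosylation sites so blocking glycosylation raises the light; 0% = median of neutral control wells and 100% = median of 100 nM tunicamycin wells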
# ABCB6 inh MLPCN = ABCB6 transporter inhibitors, primary screen, K562-ABCB6 cells, flow cytometry, MLPCN library. K562-ABCB6 porphyrin accumulation, 1 h; hits give low values. fluorescence ratio to DMSO, % at 10 µM. 360,000 compounds, 0.19% hits. AID 602162, 2011;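 active = fluorescence ratio to DMSO below 75%, the collection mean minus 3 SD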;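 also: signal is porphyrin accumulated inside mitochondria; 100% equals median channel fluorescence of DMSO control wells; lower ratio means ABCB6 inhibition with less porphyrin fluorescence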
# ABHD5-PLIN5 inh = ABHD5-PLIN5 interaction inhibitors, primary screen, cell lysate, split luciferase complementation, luminescence; Perilipin-5 (Homo sapiens) + 1-acylglycerol-3-phosphate O-acyltransferase ABHD5 (Homo …; Split G. princeps luciferase complementation, 4 h; inhibition, % at 4 µM; 360,000 compounds, 0.78% hits; AID 602281, 2012;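 active = inhibition above the mean inhibition across every tested compound plus 3 SD, cut at about 22% in these data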;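 also: 0% = DMSO only wells and the 100% control is not disclosed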
# An asterisk follows results filed as active; nt = not tested or not shown; & = joins results of further samples. Some of the compounds tested (hit frequency here may not be typical).
SMILES,TLR9-MyD88 inh,Granule exo inh,aDG glyco up,Vif imaging,MC4R antag cAMP,NOD2-RIPK2 inh,MC4R ag barr,N-glyco inh,ABCB6 inh MLPCN,ABHD5-PLIN5 inh
O=C(Cc1ccc(Cl)cc1)c1ccc(O)cc1,3.3,1.0,-0.2,1.4,8.8,-15.4,0.2,1.7,99.0,4.5
O=C(Nc1scc(-c2ccccc2)c1C(=O)O)c1ccco1,-4.6,0.2,-0.1,nt,4.3,-5.0,-2.2,0.5,98.0,2.6
COc1ccc(N2CC(C(=O)Nc3nnc(SCC(=O)NC4CCCC4)s3)CC2=O)cc1 (configuration not stated),-3.0,-1.2,0.0,0.4,-2.8,-0.7,1.4,2.8,103.0,2.2
CCC1CCCCN1C/C=C/c1ccccc1[N+](=O)[O-] (configuration not stated),-7.7,-2.2,0.4,0.0,5.2,-1.7,-0.8,-0.9,95.0,6.3
Cc1ccc(-c2cn(-c3ccc(SC(F)F)cc3)c3[n+]2CCC3)cc1,-1.3,0.6,-0.4,-13.5,5.1,2.5,0.6,-0.1,94.0,-2.9
O=c1[nH]c(=S)c2c(n1-c1ccccc1)CCC2,5.8,0.7,-0.1,0.1,8.2,-10.2,-0.6,0.8,99.0,4.0
CC(CNC(=O)Cn1ccc(NC(=O)OCc2ccccc2)nc1=O)c1ccccc1 (configuration not stated),-4.2,-2.0,0.2,-1.2,19.0,-1.9,-0.8,-0.6,93.0,0.2
O=C(O)c1[nH]c2ccccc2c1-c1ccccc1,-1.4,-3.0,-0.1,nt,24.8,-10.0,0.9,1.4,101.0,-5.3
CCOC(=O)c1[nH]c(C)c(C(=O)Nc2ccc(F)cc2)c1C,1.4,-4.3,0.1,16.5,-2.2,8.0,-1.6,0.2,103.0,-7.2
O=C(Nc1cc2c(=O)n(-c3ccc(Oc4ccccc4)cc3)ccc2oc1=O)c1ccccc1,-2.2,-6.4,0.0,10.3,0.0,1.7,-1.0,-0.7,90.0,-2.0
O=C(CNC(=O)c1ccco1)N=Nc1c(O)n(CCc2ccccc2)c2ccccc12,0.6,2.0,-0.1,2.6,-22.1,6.0,-0.9,34.0*,102.0,7.5
COc1ccc(C(C)(C)C)cc1NC(=O)c1ccc2c(c1)SC1=NS(=O)(=O)CCN12,-0.5,-3.2,-0.5,7.8,16.6,-6.4,-3.5,0.0,104.0,1.6
CCOC(=O)N1CCN(C(=O)C2CCN(CC3CCCCC3)CC2)CC1,-2.5,5.0,0.0,-5.7,8.4,-4.8,-2.0,4.9,97.0,1.3
COc1ccc(-c2nc3ccncc3[nH]2)cc1OC,7.7,-2.4,-0.1,2.0,3.7,-12.2,-1.5,2.1,100.0,4.6
CN1C(=O)C2(c3ccccc31)C1CCCC=C1C(C#N)=C(N)C2(C#N)C#N (configuration not stated),-1.0,-0.3,-0.2,1.6,7.4,-3.8,-0.1,-1.6,108.0,-6.2
CCCOc1ccc(C(=O)Nc2nc(C)c(Cc3ccc4c(c3)OCO4)s2)cc1,3.3,16.9,-0.4,-30.8,3.0,-19.3,47.2*,4.9,100.0,6.7
O=C(Nc1ccc(F)cc1F)C1CCN(c2ncnc3c2sc2cccc(F)c23)CC1,-8.2,0.9,-0.1,-4.3,9.8,-0.8,0.4,3.4,105.0,0.4
Nc1ccc(Cc2ccc([N+](=O)[O-])cc2)cc1,-4.8,-1.2,-0.1,4.0,1.1,-2.2,-0.9,-2.2,97.0,-4.6
O=C(COc1ccccc1Cl)NCCCNC(=O)c1ccccn1,-10.3,14.8,0.2,2.5,4.8,5.4,-1.4,1.1,99.0,1.0
Cc1ccsc1/C=N/NC(=O)c1ccc2nc[nH]c2c1,2.0,-8.5,-0.1,0.9,-10.4,-7.8,-2.8,1.4,90.0,8.3
O=C(COc1ccc(Cl)cc1)Nc1cccc(-c2ccc(N3CCOCC3)nn2)c1,0.4,-0.6,0.2,-14.6,11.2,-2.2,-1.5,-5.2,100.0,0.2
c1ccc2c(c1)OCC(c1csc3ncnc(N4CCOCC4)c13)O2 (configuration not stated),-1.5,-5.0,0.4,-1.1,4.7,-11.2,1.6,-8.9,104.0,-5.2
Cc1cc(C)c(NC(=O)c2cc(=O)c3ccccc3o2)c(C)c1,-8.4,-0.1,0.5,-6.0,-15.1,0.5,-1.8,-2.2,97.0,-1.9
Cc1nc2c(O)cccc2cc1CO,-10.4,-9.7,0.0,8.4,0.6,-5.5,0.3,1.5,95.0,2.0
Nc1ccn(CC(=O)NCCNc2ccc([N+](=O)[O-])cn2)c(=O)n1,-3.0,-6.5,0.0,-6.7,-0.3,-7.2,-0.8,1.2,87.0,5.7
CCn1c(=O)c2c(n3cnnc13)-c1ccccc1CC21CCCCC1,-11.8,-3.1,-0.1,-6.2,3.0,5.8,-1.3,2.5,91.0,-5.8
Cc1ccc(NC(=S)N=Nc2c(O)n(C)c3ccc(S(=O)(=O)N4CCOCC4)cc23)cc1,-11.3,-3.5,0.5,-3.8,0.2,-8.3,1.4,-3.2,105.0,-0.2
CCNc1nc(NCC)nc(N/N=C/c2ccc([N+](=O)[O-])o2)n1,-7.8,-0.7,2.4,-5.1,-4.9,1.9,-2.8,10.0,103.0,-1.3
C/C(=N\Nc1ccc(C(=O)c2c(C)cc3ccccn23)cc1[N+](=O)[O-])c1ccc(O)cc1,0.1,-14.3,0.1,6.9,6.8,-7.3,-1.4,-6.1,97.0,-0.9
COc1cc(NC(=O)c2cccc3c2C(=O)N(C2CCCCC2)C3)cc(OC)c1OC,-4.7,93.5*,-0.7,2.7,0.7,-17.4,1.2,-13.6,89.0,11.2
CCOC(=O)c1ccc(-n2c(CCC(=O)O)ccc2-c2ccc(F)cc2)cc1,-4.4,10.4,-0.1,1.7,9.2,6.5,1.2,1.8,98.0,10.3
CCC(C)Sc1cccc(-c2nc3ccc(C)cn3c2NCc2ccccc2)c1 (configuration not stated),7.1,2.1&7.5,2.3&0.8,-6.3,14.7,4.2&-2.7,-1.2,-4.2,94.0&86.0,-9.8&-3.6
CC(C)CN(C(=O)COc1ccc(Br)cc1C=O)C1CCS(=O)(=O)C1 (configuration not stated),2.7,-5.3,0.3,-2.2,15.8,0.1,-2.5,-0.3,103.0,4.9
COc1ccc(-c2csc(C(C)(O)c3cccc(OC)c3)n2)cc1 (configuration not stated),nt,1.1,0.4,-33.4,3.9,-7.8,2.8,-2.1,98.0,-2.8
CCN(CC)S(=O)(=O)c1ccc(Cl)c(NC(=O)c2cc(Cl)cc(Cl)c2)c1,-14.4,-0.3,0.0,5.4,2.1,-2.5,-2.0,0.2,98.0,-3.9
COc1ccc(C2=CC(=O)C[C@H](c3ccc(OC)c(OC)c3)C2)cn1,-1.1,0.0,0.1,-1.0,-2.0,-0.7,-0.6,2.5,95.0,3.4
COCCSc1ccccc1C(=O)NCc1cccnc1,-10.4,1.3,0.3,-6.9,18.0,-11.0,-0.4,1.5,97.0,-6.2
COC(=O)c1cc(C(=O)N2CCc3ccccc32)cc([N+](=O)[O-])c1,-9.3,-0.7,-0.1,-2.2,-4.2,-3.6,-1.8,-0.2,105.0,-6.8
O=C(Nc1ccccc1C(=O)N1CCN(Cc2ccccc2)CC1)c1ccccn1,6.9,-1.7,-0.2,1.8,3.3,-4.6,-0.8,-0.4,95.0,2.5
CCCCOc1ccc(C(=O)NCC2(c3ccc(OC)cc3)CCOCC2)cc1,-5.6,1.2,0.1,0.1,2.9,15.8,-2.4,-3.9,95.0,6.1
COC(=O)c1ccccc1NC(=O)CSc1nncn1-c1ccccn1,-8.1,3.4,0.1,17.3,13.6,2.1,-0.1,1.5,104.0,7.5
Nc1c(N(CCO)C(=O)COc2ccc(Cl)cc2)c(=O)[nH]c(=O)n1Cc1ccccc1,-8.2,0.8,-0.2,nt,14.3,0.3,-0.8,-1.6,102.0,3.6
CC(=O)c1ccc(NC(=O)c2cc(C)no2)cc1,-3.4,-4.6,0.0,-12.0,6.3,-12.4,0.8,0.7,112.0,-6.0
O=C(O)c1ccc(S(=O)(=O)N2CCC3(CC2)CC(=O)c2ccccc2O3)cc1,-8.2,4.6,3.7,-2.2,0.9,-9.2,0.2,2.8,99.0,5.6
CN(CC(=O)NCc1cccnc1)S(=O)(=O)c1ccccc1,3.7,-0.7,0.0,-6.6,-0.4,15.1,-0.2,1.5,100.0,13.2

# Individual results from the list:
# Value for `COC(=O)c1cc(C(=O)N2CCc3ccccc32)cc([N+](=O)[O-])c1` in TLR9-MyD88 inh: -9.3
# Value for `CC(C)CN(C(=O)COc1ccc(Br)cc1C=O)C1CCS(=O)(=O)C1` (configuration not stated) in TLR9-MyD88 inh: 2.7

# The listing continues.
SMILES,TLR9-MyD88 inh,Granule exo inh,aDG glyco up,Vif imaging,MC4R antag cAMP,NOD2-RIPK2 inh,MC4R ag barr,N-glyco inh,ABCB6 inh MLPCN,ABHD5-PLIN5 inh
COc1cc(/C=N/NC(=O)C(C)Nc2n[nH]c(=O)[nH]c2=O)cc(OC)c1O (configuration not stated),2.6,0.2,-0.2,2.9,-8.5,-4.3,-4.1,1.7,100.0,-4.3
C=C(C)COc1ccc(-c2nc(N)ncc2Oc2ccccc2OCC)c(O)c1,0.8,-1.1,3.0,-4.8,13.6,8.9,-2.0,-5.8,87.0,-9.8
CCCc1c(C(=O)N/N=C(/C)c2ccncc2)nnn1-c1nonc1N,7.8,-1.5,0.0,9.8,9.2,-8.5,0.0,0.8,95.0,4.8
CC1=C[C@H]2OC(=O)[C@@H](C)[C@H]2C[C@@H]2[C@H]1C[C@@H](O)[C@@]2(C)O,-9.6,-6.8,0.0,-12.0,5.0,-10.1,-1.3,1.1,101.0,-7.1
COCCN(C(=S)Nc1cc(C)cc(C)c1)C(C)c1cccs1 (configuration not stated),-11.1,-6.8,0.0,-11.8,1.0,-16.4,-1.6,3.1,96.0,-0.1
CC(C)(C)NC(=O)CON=C1c2ccccc2-c2ccccc21,-13.9,0.2,0.3,-12.5,5.7,3.9,-1.1,-8.3,98.0,-6.4
Nc1c(Cl)cc(-c2csc(N3CCCC3c3nc4cc(Cl)c(Cl)cc4n3CCCO)n2)cc1Cl (configuration not stated),-10.4,-1.9,0.7,-0.3,2.2,-11.5,-0.9,-3.9,96.0,-7.8
